Screens from PubChem.
KCNK3 inh: human KCNK3 channel inhibitors, primary screen, CHO cells, FluxOR thallium flux, B-score; FluxOR fluorescence; hits give low values; 340,000 tested, 0.84% active; B-score at 10 µM;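 active means B-score under library mean minus 4 SD, starting fluorescence ratio at most library mean plus 5 SD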;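 further: more negative B-score means stronger inhibition of thallium flux through KCNK3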
Target sequence (O14649 whole entry, looked up): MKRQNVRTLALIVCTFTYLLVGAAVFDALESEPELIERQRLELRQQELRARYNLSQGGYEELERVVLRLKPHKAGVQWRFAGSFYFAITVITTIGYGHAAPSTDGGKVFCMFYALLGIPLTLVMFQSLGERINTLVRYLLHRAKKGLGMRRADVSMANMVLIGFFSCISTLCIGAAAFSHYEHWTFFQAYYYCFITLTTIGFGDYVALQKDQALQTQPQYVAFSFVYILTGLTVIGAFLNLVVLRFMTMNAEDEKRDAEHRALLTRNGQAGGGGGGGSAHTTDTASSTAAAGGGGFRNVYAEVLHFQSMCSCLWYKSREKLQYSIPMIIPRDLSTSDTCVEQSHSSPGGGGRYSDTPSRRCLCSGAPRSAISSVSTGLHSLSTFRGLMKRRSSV
MrgX1 ag: agonists of human MrgX1 receptor, primary screen, HEK293 cells, Fluo-4 calcium flux. AID 588627, 2011. B-score at 10 µM. Fluo-4 calcium fluorescence, agonist mode; hits give high values. 310,000 tested, 0.44% active. Mas-related G-protein coupled receptor member X1 (Homo sapiens), Q96LB2;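 active means calcium response B-score plate-corrected fluorescence ratio at least 3 library SD, with starting fluorescence B-score inside 5 SD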
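Material: MrgX1-expressing HEK293 cells; input: 15,000 cells per well; doses: test compound given as first of three sequential additions; schedule: overnight plating before 1 h dye loading; technique: Fluo-4 NW calcium-flux fluorescence, kinetic read; evaluation: baseline-normalised fluorescence change ratio, B-scored; control set: plate-wise positive and negative controls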
KCNQ1 block: inhibitors of human KCNQ1 channel, primary screen, cell-based, thallium flux, high-throughput. Potassium voltage-gated channel subfamily KQT member 1 (Homo sapiens), P51787. CHO-K1 KCNQ1, FluxOR thallium flux fluorescence; hits give high values. B-score at 10 µM. 310,000 tested, 1.3% active. AID 2642, 2010;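 active means compounds whose thallium flux B-score, printed positive for inhibition, exceeds three library SD while starting fluorescence stays within three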;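 further: channel opened by potassium depolarization with thallium stimulus after 20 min compound exposure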
Target sequence (P51787 whole entry, looked up): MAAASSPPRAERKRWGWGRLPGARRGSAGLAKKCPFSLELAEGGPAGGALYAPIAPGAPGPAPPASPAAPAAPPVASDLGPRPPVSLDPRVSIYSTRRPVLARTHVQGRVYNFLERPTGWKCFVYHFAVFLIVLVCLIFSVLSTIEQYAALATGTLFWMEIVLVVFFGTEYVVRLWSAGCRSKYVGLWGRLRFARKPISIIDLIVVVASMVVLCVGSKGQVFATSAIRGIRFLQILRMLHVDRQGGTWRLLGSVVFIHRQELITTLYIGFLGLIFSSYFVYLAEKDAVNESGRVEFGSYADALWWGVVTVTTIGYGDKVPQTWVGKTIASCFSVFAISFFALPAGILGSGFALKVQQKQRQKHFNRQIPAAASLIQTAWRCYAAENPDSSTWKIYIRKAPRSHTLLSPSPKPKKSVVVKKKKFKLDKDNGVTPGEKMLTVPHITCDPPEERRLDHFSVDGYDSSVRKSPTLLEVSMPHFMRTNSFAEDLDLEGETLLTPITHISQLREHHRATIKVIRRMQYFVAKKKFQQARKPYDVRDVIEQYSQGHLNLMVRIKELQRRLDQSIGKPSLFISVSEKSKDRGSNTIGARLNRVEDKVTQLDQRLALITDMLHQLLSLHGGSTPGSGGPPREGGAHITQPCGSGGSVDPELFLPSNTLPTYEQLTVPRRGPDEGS
RGS4 pot: RGS4 potentiators or activators, primary screen, cell-based, HEK293 M3R inducible RGS4, calcium flux; B-score at 10 µM; carbachol calcium flux Fluo4; hits give low values; 310,000 tested, 0.92% active; AID 463111, 2010;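 active means B-score of the integrated calcium signal more than 4 SD below the library mean, with starting fluorescence not abnormally high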;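 further: negative B-score means reduced calcium response which marks RGS4 activation or potentiation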
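Reagent: ECmax carbachol challenge; Test system: M3R-expressing HEK293 line, RGS4 induced by doxycycline; Schedule: overnight RGS4 induction, 30 min dye load 37 °C, 20 min compound RT; Detection: calcium dye Fluo4 fluorescence; Read-out: Agonist-evoked peak-minus-minimum fluorescence over baseline, integrated ratio, B score.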
KCNK9 block: KCNK9 potassium channel inhibitors, primary screen, HEK293 cells, thallium flux; Potassium channel subfamily K member 9 (Homo sapiens), Q9NPC2; 310,000 tested, 1.2% active; B-score at 10 µM; FluxOR thallium flux fluorescence; hits give low values;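 active means ratio B-score over 3 SD below the library mean, with starting fluorescence within 5 SD of its mean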;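 further: negative B-score means less thallium flux so channel inhibition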
TMEM16A inh: TMEM16A chloride channel inhibitors, primary screen, cell-based, HTS | Anoctamin-1 (Mus musculus), Q8BHY3 | HEK293 TMEM16A/YFP iodide influx fluorescence, ionomycin | normalized B-score (activity score, 25-100; higher = stronger inhibition) at 10 µM | 310,000 tested, 1.2% active | AID 588511, 2011;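 active means ratio plate-corrected score three or more library SD toward inhibition, starting fluorescence score within five deviations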;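 further: score derived from kinetic fluorescence span divided by baseline fluorescence per well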
KCNQ1 pot: potentiators or activators of KCNQ1 channel, primary screen, cell-based, thallium flux, high-throughput. AID 2648, 2010. CHO-K1 KCNQ1, thallium flux FluxOR fluorescence; hits give high values. 310,000 tested, 0.35% active. B-score at 10 µM. Potassium voltage-gated channel subfamily KQT member 1 (Homo sapiens), P51787;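 active means fluorescence ratio B-score, a plate-corrected score, at least three library SD, with initial intensity B-score within 5 SD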
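Schedule – 37 °C overnight plating, 90-min dark dye load, 20-min compound pretreatment · System – stable KCNQ1 CHO-K1 line · Probe or stimulus – thallium- and potassium-containing depolarizing buffer · Measured by – kinetic FluxOR fluorescence, 10 s baseline plus 110 s post-stimulus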
MrgX1 allo act: positive allosteric modulators of MrgX1, primary screen, HEK293 cells, Fluo-4 calcium flux; FDSS; hits give high values; B-score at 10 µM; Mas-related G-protein coupled receptor member X1 (Homo sapiens), Q96LB2; 310,000 tested, 0.63% active;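 active means plate-corrected calcium response at least 3 library SD above typical, normal starting fluorescence, not activating the receptor alone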;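 further: compound read alongside a low EC10 to EC30 dose of BAM8-22 agonist; peak minus trough fluorescence over baseline measured at the second addition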
TMEM16A act: TMEM16A chloride channel activators or potentiators, primary screen, cell-based, HTS; Anoctamin-1 (Mus musculus), Q8BHY3; HEK293 TMEM16A/YFP-H148Q/I152L, iodide quench fluorescence; hits give low values; 340,000 tested, 0.3% active; B-score at 10 µM; AID 623877, 2012;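 active means fluorescence-ratio B-score plate-corrected deviation score at least 3 library SD below zero, with starting fluorescence score within 5 deviations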;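 further: channel opened by trigger with iodide after compound preincubation; score built on the fluorescence ratio of max minus min over baseline; more negative score means more quench and so TMEM16A activation or potentiation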
hERG protect: hERG rescue from dofetilide block, primary screen, cell-based, CHO-hERG, FluxOR thallium flux, dofetilide IC70. activation (rescue from dofetilide block), less the hit threshold, % at 10 µM. 310,000 tested, 0.51% active. AID 1511, 2009. dofetilide IC70 present. Voltage-gated inwardly rectifying potassium channel KCNH2 (Homo sapiens), Q12809;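 active means activation above the mean of controls blocked by dofetilide plus 5 SD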;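 further: thallium influx through hERG after potassium depolarization seen as dye fluorescence rise; in these data hits start at about 4.7%; inactives centre near -7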
RGS4 inh: RGS4 inhibitors, primary screen, cell-based, HEK293 M3R inducible RGS4, calcium flux | B-score at 10 µM | Regulator of G-protein signaling 4 (Homo sapiens), P49798 | 310,000 tested, 0.45% active | Fluo-4 calcium flux; hits give high values; triggered by carbachol at its EC20;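 active means B-score, a plate-corrected calcium signal, over three deviations above library mean, with baseline fluorescence within five deviations of library mean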;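 further: RGS4 expression induced by doxycycline in cells with stable M3 receptor; B-score is computed from the integrated fluorescence ratio over baseline after carbachol; higher B-score means a larger calcium signal and so more RGS4 inhibition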
Active calls of the source: *; i = inactive; · = no result given.

SMILES | KCNK3 inh | MrgX1 ag | KCNQ1 block | RGS4 pot | KCNK9 block | TMEM16A inh | KCNQ1 pot | MrgX1 allo act | TMEM16A act | hERG protect | RGS4 inh
COc1nc2ccc(C)cc2cc1-c1noc(-c2cccnc2)n1 | i | i | i | i | i | i | i | i | i | -9 | i
CCOC(=O)N1CCC(NS(=O)(=O)c2ccccc2)CC1 | i | i | i | i | i | i | i | i | i | -6 | i
CCn1c(SCc2ccccc2)nc2ccccc2c1=O | i | i | i | i | i | i | i | i | i | -8 | i
O=C(O)CCC(=O)N1CCc2cc(S(=O)(=O)NCc3ccc(Cl)cc3)ccc21 | i | i | i | i | i | i | i | i | i | -9 | i
Cc1cc(C)n(-c2nnc(C)c(=O)[nH]2)n1 | i | i | i | i | i | i | i | i | i | -1 | i
CCn1c(NCc2ccc3c(c2)OCO3)nc2ccccc21 | i | i | i | i | i | i | i | i | i | -19 | i
O=C(NCc1ccncc1)c1nc(-c2cccs2)no1 | i | i | i | i | i | i | i | i | i | -4 | i
COC(CNC(=O)C1CCN(S(=O)(=O)c2ccc3nc4c(c(C(=O)O)c3c2)CC(C)CC4)CC1)OC (stereo not drawn) | i | i | i | i | i | i | i | i | i | -2 | i
O=[N+]([O-])c1cccnc1SCc1c(F)cccc1Cl | i | i | i | i | i | i | i | i | i | -5 | i
COc1ccc(N=Cc2cc(Cl)ccc2O)cc1Cl | i | i | i | i | i | i | i | i | i | -5 | i
Cc1ccc(S(=O)(=O)N(C)c2ccc(NS(C)(=O)=O)cc2)cc1 | i | i | i | i | i | i | i | i | i | -6 | i
CCN(CC)c1nc(N2CCN(CCO)CC2)nc2ccccc12 | i | i | i | i | i | i | i | i | i | -5 | i
O=C(Nc1ncccc1O)c1cccc(S(=O)(=O)N2CCCc3ccccc32)c1 | i | i | i | i | i | i | i | i | i | -19 | i
Cn1c(=O)c2c(SCC(=O)c3ccccc3)nc(C3CC3)nc2n(C)c1=O | i | i | i | i | i | i | i | i | i | -8 | i
Cc1ccc(CNC(=O)Cc2ccc(-c3ccccc3)cc2)cc1 | i | i | i | i | i | i | i | i | i | -10 | i
Cc1ccc(OCCOc2cccc(Br)c2)c([N+](=O)[O-])n1 | i | i | i | i | i | i | i | i | i | -6 | i
O=C1c2cccc3cc([N+](=O)[O-])cc(c23)C(=O)N1CCN1CCCC1 | i | · | i | i | i | · | i | · | i | -10 | i
Cc1ccc(Sc2ccc(N)cn2)cc1 | i | i | i | i | i | i | i | i | i | -15 | i
O=C(Nc1ccccc1C(=O)NC(Cc1c[nH]c2ccccc12)C(=O)O)c1ccco1 (stereo not drawn) | i | i | i | i | i | i | i | i | i | -2 | i
CCOc1ccc(NC(=O)CN(C)C(=O)COc2cccc(CC)c2)cc1OCC | i | i | i | i | i | i | i | i | i | -17 | i
Cn1cc(/C=C(\C#N)C(=O)Nc2ccccc2O)c2ccccc21 | i | i | i | i | i | i | i | i | i | -3 | i
CN(Cc1ccccc1)C(=O)COC(=O)CCNC(=O)c1ccccc1Cl | i | i | i | i | i | i | i | i | i | -13 | i
CC(C)c1ccc(C(=O)Nc2nnc(S(=O)(=O)N3CCOCC3)s2)cc1 | i | i | i | i | i | i | i | i | i | -9 | i
CCCc1nnc(SCC(=O)N2C(C)CCCC2C)n1CCCOC (stereo not drawn) | i | i | i | i | i | i | i | i | i | -8 | i
COc1ccc(C2CC(c3ccccc3)=NN2C(=O)COC(=O)c2cccnc2Cl)cc1 (stereo not drawn) | i | i | i | i | i | i | i | i | i | -5 | i
COc1ccc(NC(=O)CCCN2C(=O)C(c3ccccc3)Oc3cccnc32)cc1 (stereo not drawn) | i | i | i | i | i | i | i | i | i | -5 | i
Cc1c(NC(=O)C2CCCN2S(=O)(=O)c2ccccc2)c(=O)n(-c2ccccc2)n1C (stereo not drawn) | i | i | i | i | i | i | i | i | i | -3 | i
COC(=O)c1ccc(C)c(NC(=O)CCSc2ccccc2)c1 | i | i | i | i | i | i | i | i | i | -2 | i
Cc1cccc(CSc2nnc(N)n2-c2ccccc2)c1 | i | i | i | i | i | i | i | i | i | -10 | i
CC1CCCCN1CC(=O)Nc1sc2c(c1C#N)CCC2 (stereo not drawn) | i | i | i | i | i | i | i | i | i | -12 | i
O=C(Nc1nccs1)C(F)(F)C(F)(F)C(F)(F)C(=O)Nc1nccs1 | i | i | i | i | i | i | i | i | i | -16 | i
Cc1sc2c3ccsc3ccc2[n+]1C | i | i | i | i | i | i | i | i | i | -18 | i
NC(=O)CC(NC(=O)c1ccccc1)c1ccc(NC2CCCCC2)c([N+](=O)[O-])c1 (stereo not drawn) | i | i | i | i | i | i | i | i | i | -4 | i
CCOC(=O)C1CCN(C(=O)CCCn2nc(CC)n3c(cc4occc43)c2=O)CC1 | i | i | i | i | i | i | i | i | i | -12 | i
CS(=O)(=O)N1CCC(C(=O)Nc2cccc(Cl)c2)CC1 | i | i | i | i | i | i | i | i | i | -12 | i
O=c1c2nnn(-c3ccccc3)c2ncn1C/C=C/c1ccccc1 | i | i | i | i | i | i | i | i | i | -3 | i
CCN(CC)c1ccc(/C=N/N(c2ccccc2)c2ccccc2)c(O)c1 | i | i | i | i | i | i | i | i | i | -8 | i
O=C(CNC(=O)c1cncc(Br)c1)Nc1ccc(F)c(F)c1F | i | i | i | i | i | i | i | i | i | -8 | i
CC(C)(Oc1ccc(Cl)cc1)C(=O)NCC1CCCO1 (stereo not drawn) | i | i | i | i | i | i | i | i | i | -8 | i
CCCOc1ccc(C2c3c(oc4cc(C)c(C)cc4c3=O)C(=O)N2CCCN(C)C)cc1OCC (stereo not drawn) | i | i | i | i | i | i | i | i | i | -7 | i
CCN1C(=O)/C(=C2/C=Cc3ccccc3N2CC)SC1=S | i | i | i | i | i | i | i | i | i | 0 | i
CCC(C(=O)Nc1cc(C(=O)O)ccc1C)c1ccccc1 (stereo not drawn) | i | i | i | i | i | i | i | i | i | -2 | i
O=C(COc1ccc(Cl)cc1)Nc1ccccc1C(=O)NCc1ccco1 | i | i | i | i | i | i | i | i | i | -4 | i
CCOC(=O)N1CCN(S(=O)(=O)c2cc(OCC(=O)NC3CCCCC3)c(C)cc2Cl)CC1 | i | i | i | i | i | i | i | i | i | -11 | i
CN1CCN(c2ccc(-c3ccc4ccccc4n3)cc2)CC1 | i | · | i | i | i | · | i | · | i | -21 | i
COC(=O)C1CCN(C(=O)c2ccc(Cl)c(S(=O)(=O)NCc3cccnc3)c2)CC1 | i | i | i | i | i | i | i | i | i | -12 | i
O=C(O)CNC(=O)/C=C/c1c(Cl)cccc1Cl | i | i | i | i | i | i | i | i | i | 3 | i
Cc1nn(-c2ccccc2)nc1C(=O)NNC(=O)c1cccc2ccccc12 | i | i | i | i | i | i | 15* | i | i | -12 | i
COc1cc(OC)c(NC(=O)C(=O)CC(=O)c2ccc(C)cc2C)cc1Cl | i | i | i | i | i | i | i | i | i | -7 | i
CCN(CC)c1nc2c(c(=O)[nH]c(=O)n2C)n1CCCc1ccccc1 | i | i | i | i | i | i | i | i | i | -1 | i
Cc1cc(C)cc(NC(=O)Cn2nnc(C(=O)NCc3ccc(F)cc3)c2N)c1 | i | i | i | i | i | i | i | i | i | -5 | i
CCn1cc(C(=O)O)c(=O)c2cnc(N3CCN(C(=S)NC(=O)c4ccc(F)c(F)c4)CC3)nc21 | i | i | i | i | i | i | i | i | i | -8 | i
COc1ccc(Cl)cc1NC(=O)CN1CCC(n2nnc3cc(C)ccc32)CC1 | i | i | i | i | i | i | i | i | i | -12 | i
C=CCn1c(SCC(=O)Nc2nc(C)cs2)nnc1C(CO)NC(=O)c1ccccc1 (stereo not drawn) | i | i | · | · | · | i | · | i | i | · | ·
CC(C)C(C(=O)Nc1ccc2c(c1)OCO2)N1C(=O)c2ccccc2C1=O (stereo not drawn) | i | i | i | i | i | i | i | i | i | -11 | i
Cc1ccc(NC(=O)C2CCN(S(C)(=O)=O)CC2)cc1 | i | i | i | i | i | i | i | i | i | -11 | i
CC(O)c1n(C)c(Cl)c[n+]1C (stereo not drawn) | i | i | i | i | i | i | i | i | i | -5 | i
COc1ccccc1S(=O)(=O)Cc1ccc(C(=O)NCc2cccs2)o1 | i | i | i | i | i | i | i | i | i | -11 | i
CCCCc1c(O)nc(SCCN(C)C)n(-c2ccccc2)c1=O | i | i | i | i | i | i | i | i | i | -2 | i
CC(C)(C)c1nnc(NC(=O)c2cc(-c3ccccc3)nc3ccccc23)s1 | i | i | 6* | i | i | i | i | i | i | -17 | i
COc1ccc(S(=O)(=O)N2CCOCC2)cc1NC(=O)Cc1ccccc1Cl | i | i | i | i | i | i | i | i | i | -7 | i

2 entries drawn at random from the list so far, as already listed:
SMILES | KCNK3 inh | MrgX1 ag | KCNQ1 block | RGS4 pot | KCNK9 block | TMEM16A inh | KCNQ1 pot | MrgX1 allo act | TMEM16A act | hERG protect | RGS4 inh
Cc1ccc(NC(=O)C2CCN(S(C)(=O)=O)CC2)cc1 | i | i | i | i | i | i | i | i | i | -11 | i
CCn1cc(C(=O)O)c(=O)c2cnc(N3CCN(C(=S)NC(=O)c4ccc(F)c(F)c4)CC3)nc21 | i | i | i | i | i | i | i | i | i | -8 | i
